PRMT1 FP inh – blocks human protein arginine methyltransferase 1 | inhibition, % at 2.79 µM | recombinant PRMT1, activity-based probe fluorescence polarization | actives 1.3% (n = 370,000) | Q99873;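 active = inhibition above about 21% made by adding two undisclosed values, limit read from the data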
PG9 binder – small molecules binding HIV-1 gp120 antibody PG9; TR-FRET gp120-PG9 antibody binding; inhibition, % at 6.7 µM; actives 0.43% (n = 360,000); AID 624416; in the data active = inhibition above about 8.5%
DDE Tn7 FP inh – inhibitors of Tn7 peptide binding to human fibrin DD(E). P02675. FP displacement of FITC-Tn7 peptide from fibrin DD(E); 0% = median of compound wells per plate. inhibition, % at 8.3 µM. actives 0.13% (n = 370,000). AID 720508;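 active = inhibition above the mean of compounds falling within the control limits plus 3 SD of them, cut at about 14% in these data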;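 also: 0% = plate median of compound wells and 100% = 10 µM Aha-Tn7 peptide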
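Assay system: Human fibrin DD(E) protein | Medium: Tris buffer with calcium and detergent, pH 7.8 | Reagent: 0.1 µM fluorescent Tn7 | Compound dosing: Single point at 8.3 µM | Times: 10 min preincubation, 3 h with tracer, room temperature | Detection: Fluorescence polarization of the labelled Tn7 tracer | Controls: Aha-Tn7 high control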
ABHD4 inh – inhibits mouse alpha/beta hydrolase domain 4; Q8VD66; purified mABHD4, FP-Rh probe fluorescence polarization; inhibition, % at 8.92 µM; actives 0.54% (n = 370,000); AID 720543;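 active = inhibition exceeding the mean over every tested compound plus 3 SD, cut at about 30% in these data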;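 also: 0% = plate median of compound wells and 100% = S159A mutant with DMSO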
Target sequence (Q8VD66 whole entry, looked up, the tested form may be a part): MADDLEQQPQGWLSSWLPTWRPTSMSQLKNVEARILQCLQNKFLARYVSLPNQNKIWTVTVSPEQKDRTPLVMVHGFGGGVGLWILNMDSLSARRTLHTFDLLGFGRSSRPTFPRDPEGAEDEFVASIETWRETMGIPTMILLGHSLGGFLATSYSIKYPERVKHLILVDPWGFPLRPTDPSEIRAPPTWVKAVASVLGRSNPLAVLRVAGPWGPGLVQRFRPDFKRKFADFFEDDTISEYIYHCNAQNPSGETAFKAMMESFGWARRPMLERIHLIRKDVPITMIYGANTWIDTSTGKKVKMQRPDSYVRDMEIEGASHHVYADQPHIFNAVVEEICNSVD
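Test system: mABHD4 protein | Buffer or medium: HEPES pH 7.0 buffer, 150 mM NaCl, 0.01% Pluronic F-127 | Probe or stimulus: FP-Rh fluorescent activity-based probe, added after compound pre-incubation | Timing: Pre-incubation 45 min, probe exposure 60 min, at 25 °C | Technique: Fluorescence polarization, excitation 525 nm, emission 598 nm, BODIPY TMR filters | Repeats: Single well per compound (singlicate)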
UHRF1 binding – human UHRF1 methylated DNA binding inhibitors. UHRF1 binding to methylated oligo, TR-FRET. inhibition, % at 4.4 µM. actives 0.75% (n = 370,000); in the data active = inhibition above about 21%;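 also: UHRF1 SRA domain binding a hemimethylated CpG hairpin DNA probe; 0% = median of test compound wells and 100% = reference inhibitor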
TCR CD3 inh – human TCR-CD3 binding inhibition; TAMRA-labeled TCR probe fluorescence, biochemical; AID 651800; inhibition, % at 9.4 µM; actives 0.37% (n = 360,000); in the data active = inhibition above about 19%;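 also: recombinant mutant TCR 2C K166C tagged with TAMRA read by polarization; 0% = receptor in buffer alone and 100% = receptor with positive control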
LEDGF integ inh – blocks HIV-1 LEDGF/p75-dependent DNA integration. TR-FRET IN-LEDGF/p75 DNA integration, Eu/Cy5. inhibition, % at 3.7 µM. actives 0.64% (n = 370,000). AID 743269;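 active = inhibition above the screen-wide mean plus 3 SD, cut at about 13% in these data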;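 also: signal is the Cy5 over europium emission ratio at 671 and 618 nm; 0% = plate median of compound wells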
SIAE primary – human SIAE inhibition, primary screen; Q9HAT2; inhibition, % at 9.66 µM; AID 1053197; actives 0.69% (n = 370,000); SIAE FP-Rh probe binding, fluorescence polarization;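 active = inhibition above a cutoff: mean of compounds within the control limits plus 3 SD of those, cut at about 17% in these data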;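 also: 0% = plate median of compound wells and 100% = probe without SIAE protein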
Target sequence (Q9HAT2 whole entry, looked up): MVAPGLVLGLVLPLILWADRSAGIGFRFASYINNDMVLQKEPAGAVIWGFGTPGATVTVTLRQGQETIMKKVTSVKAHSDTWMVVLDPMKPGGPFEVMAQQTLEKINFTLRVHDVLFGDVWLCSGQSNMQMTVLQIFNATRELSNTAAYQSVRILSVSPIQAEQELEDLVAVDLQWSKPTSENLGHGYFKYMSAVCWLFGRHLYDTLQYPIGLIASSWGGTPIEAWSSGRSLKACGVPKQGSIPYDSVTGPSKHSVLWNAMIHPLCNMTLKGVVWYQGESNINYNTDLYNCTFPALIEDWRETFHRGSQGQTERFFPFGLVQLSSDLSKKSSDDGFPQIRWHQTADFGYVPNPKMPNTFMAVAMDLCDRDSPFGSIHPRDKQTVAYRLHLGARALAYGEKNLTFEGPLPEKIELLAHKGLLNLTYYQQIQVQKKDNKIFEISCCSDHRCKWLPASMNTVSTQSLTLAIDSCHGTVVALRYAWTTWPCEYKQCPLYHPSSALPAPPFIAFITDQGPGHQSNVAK
HTRA1 inhibitor – HTRA1 (human) protease inhibition; inhibition, % at 5.96 µM; recombinant HTRA1, FP-rhodamine activity-based probe, fluorescence polarization; Q92743; actives 0.5% (n = 340,000); AID 504803; in the data active = inhibition above about 36%;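 also: 0% = enzyme with DMSO and 100% = wells lacking enzyme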
TDP2 absorb – TDP2 (human) inhibition, absorbance primary screen; inhibition, % at 12.8 µM; O95551; actives 0.34% (n = 370,000); recombinant TDP2, T5PNP hydrolysis, p-nitrophenol absorbance 415 nm;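 active = inhibition above the mean of all tested compounds plus 3 SD, set per campaign, cut at about 25% in these data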;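 also: 0% = DMSO with enzyme and 100% = buffer with substrate but no TDP2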
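Read-out basis: percent inhibition. System: recombinant human TDP2. Buffer or medium: Mg2+-containing Tris-HCl buffer, pH 7.5. Repeats: single replicate. Timing: reaction 2 h, 37 °C. Benchmarks: high control without enzyme, low control DMSO plus TDP2. Probe or stimulus: 5 mM T5PNP. Doses: 12.8 µM only. Measured by: epi absorbance of p-nitrophenol freed from T5PNP by hydrolysis.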
Numbers without * were called inactive; / = no result given; & = joins results of further samples. No enrichment for hits, and some 4.2% of all compounds hit somewhere here.

SMILES	PRMT1 FP inh	PG9 binder	DDE Tn7 FP inh	ABHD4 inh	UHRF1 binding	TCR CD3 inh	LEDGF integ inh	SIAE primary	HTRA1 inhibitor	TDP2 absorb
Cc1nnsc1C(=O)Nc1ccccc1Cl	1	-1.2	1	1	-5	1	-1	1	-2	-8
CN(C)c1ccc(S(=O)(=O)N2CCCCC2)cc1NC(=O)COc1ccccc1F	1	0.6	-2	5	1	5	2	0	-9	0
CC(C)CC(=O)Nc1nnc(S(=O)(=O)Nc2ccccc2)s1	6	1.8	2	-1	0	4	-4	-2	-1	0
N#Cc1c(NC(=O)COC(=O)c2ccc(S(=O)(=O)N3CCCC3)cc2)sc2c1CCCCC2	-1	-3.0	-2	-3	-2	2	1	1	2	-3
CCc1nc2ccc(C(=O)NCc3ccco3)cc2nc1CC	-2	-0.9	1	-2	0	1	-1	3	2	-1
COc1ccc(Cn2cc(F)c(=O)n(CCC(C)C)c2=O)cc1[N+](=O)[O-]	-1	-0.4	-4	-5	4	-13	2	-5	3	-6
COc1cc2c(cc1OC)C(C)N(S(=O)(=O)c1cccs1)CC2 (centres undefined)	-2	-1.5	-2	-9	2	-2	9	7	-2	-8
CC1Sc2ccc(S(=O)(=O)CCC(=O)N3CCN(c4ccccc4F)CC3)cc2NC1=O (centres undefined)	1	-2.1	-3	3	-11	-9	4	0	-1	-6
Cc1ccc(SCCNC(=O)/C=C/c2ccccc2Cl)cc1	6	0.2	-6	-41	27*	-6	-3	-6	-61	-20
Cc1cccc(-n2nnc(C(=O)NCc3ccc4c(c3)OCO4)c2N)c1	2	0.5	-3	-4	2	-3	-2	-2	-25	11
Cc1c(C)c2cc(Cl)c(OCC(=O)NCCCN3CCCC3=O)cc2oc1=O	-2	-1.4	5	-1	-2	6	1	2	4	-3
S=C1SCN(CC2CC2)CN1CC1CC1	9	-0.4	7	-1	2	5	-4	-3	9	-9
CCOc1cccc2sc(Nc3nc4ccc(NC(C)=O)cc4s3)nc12	2	7.7	2	7	-3	5	-3	2	-9	10
Nc1nc(N2CCN(Cc3ccccc3)CC2)n[nH]1	-6	-0.9	4	0	1	7	2	1	-3	9
COn1c(SC(C)C)nc2ccccc2c1=O	-3	0.6	-1	0	0	5	0	-10	3	-9
O=C(CNC(=O)c1ccccc1F)N/N=C/c1cccs1	1	-2.8	2	3	-1	-1	-3	-1	2	10
CN(C(=O)c1ccc(NC(=O)Cc2cccc([N+](=O)[O-])c2)cc1)C1CC1	0	-2.7	4	4	-1	-1	0	8	6	-1
O=C(CNC(=O)c1ccccc1)NCCc1nc2ccccc2[nH]1	3	2.3	2	9	1	0	2	1	1	1
CN(Cc1cn(Cc2ccccc2)nn1)C1CN(Cc2cn(Cc3ccccc3)nn2)S(=O)(=O)C1 (centres undefined)	-1	-0.1	-1	1	13	4	0	3	/	3
COCCCNC(=O)C[C@H]1C[C@H](C(=O)N2CCCCC2)[C@@]2(C)c3[nH]c4ccc(Cl)cc4c3CCN2C1=O	-2	-1.4	6	2	19	7	-3	2	4	-5
Fc1ccc(-n2c(-c3ccco3)nc3nc4ccccc4nc32)cc1	3	2.5	5	-12	2	-13	-2	-11	2	0
COc1ccccc1CNS(=O)(=O)CCNC1CC1	6	0.3	3	-5	3	1	1	2	1	6
CC1CCCC(C)N1C(=O)Cn1c(SCC(=O)Nc2ccc3c(c2)OCO3)nc2ccccc21 (centres undefined)	5	-1.1	5	-2	-2	-2	1	-2	-3	3
Cc1ccc(NC2=NC(C(=O)Nc3ccc(C)c(C)c3)CC(=O)N2)cc1 (centres undefined)	0	0.3	-4	-6	1	2	-2	-3	4	-13
Cc1nnc(SCC2=C(C(=O)O)N3C(=O)C(NC(=O)C(C)n4nc(C(F)(F)F)cc4C)C3SC2)s1 (centres undefined)	28*	-0.4	0	2	1	2	9	4	-1	3
COc1cccc(C2=CC(=O)CC(C)(C)C2)c1OC	7	1.0	-1	9	-1	0	-2	2	-6	10
N#Cc1cccc(Nc2c3c(nc4ccccc24)CCC3)c1	0	-3.9	-6	-5	2	3	4	-2	-6	0
CCc1ccc(C(=O)CN2CCSC2=N)cc1	11	-1.5	7	4	3	1	-3	5	1	6
CCOc1ccc(CCNC(=O)COC(=O)COc2ccccc2C)cc1OCC	-4	-2.3	-4	3	-1	-4	2	8	5	-2
COc1ccc(-c2cc(-c3nnc(SCC(=O)Nc4ccccc4-c4ccccc4)n3N)[nH]n2)cc1	-4	/	4	-13	0	/	-1	-22	/	-6
COc1ccccc1CNC(=O)CN(C)CC(=O)Nc1ccccc1Br	7	1.3	8	-7	0	-1	-1	-5	7	-6
COc1ccc(NC(=O)CN(c2ccccc2)S(=O)(=O)N(C)C)cc1OC	2	-1.3	-10	-2	1	6	2	2	4	-15
CSC(=NC1CCCCC1)NS(=O)(=O)c1ccccc1	-2&-8	0.8&0.1	-9&4	0&-2	-1&-4	6&0	-1&0	2&1	-5&-4	-3&9
O=C(NC(=S)Nc1ccc(S(=O)(=O)N2CCCCC2)cc1)c1ccc(Cl)cc1	-1	0.7	-3	4	0	-6	0	9	1	10
CCOC(=O)[C@]12CCCC=C1N(CCC1=CCCCC1)C(=O)[C@H](CC(=O)NCCCCc1ccccc1)C2	1	1.6	2	1	-1	11	3	-3	/	-2
O=S(=O)(c1ccc2nc(Nc3ccccc3)ccc2c1)N1CCCCC1	2	-1.0	-4	-10	23*	2	-2	-2	-27	-3
Cc1onc(-c2ccccc2)c1C(=O)N1CCN(C(=O)c2ccco2)CC1	3	0.6	-1	-2	-1	1	2	5	2	9
COc1ccc(Cn2c(SC)nc3ccccc32)cc1[N+](=O)[O-]	-6	-2.5	-4	-11	0	-1	10	5	-1	-18
COc1ccc(N2CCN(CCNC(=O)Nc3ccc([N+](=O)[O-])cc3OC)CC2)cc1	-4	-0.6	2	4	-1	6	-2	4	1	11
CS(=O)(=O)N(CC(=O)N1CCCC1)c1ccc(Cl)cc1	-5	0.1	-10	-6	-2	5	5	5	-6	2

3 structures from above, ordered by number of heavy atoms, largest number first.
SMILES	PRMT1 FP inh	PG9 binder	DDE Tn7 FP inh	ABHD4 inh	UHRF1 binding	TCR CD3 inh	LEDGF integ inh	SIAE primary	HTRA1 inhibitor	TDP2 absorb
COc1ccc(-c2cc(-c3nnc(SCC(=O)Nc4ccccc4-c4ccccc4)n3N)[nH]n2)cc1	-4	/	4	-13	0	/	-1	-22	/	-6
Cc1onc(-c2ccccc2)c1C(=O)N1CCN(C(=O)c2ccco2)CC1	3	0.6	-1	-2	-1	1	2	5	2	9
COc1ccccc1CNC(=O)CN(C)CC(=O)Nc1ccccc1Br	7	1.3	8	-7	0	-1	-1	-5	7	-6

Further records
SMILES	PRMT1 FP inh	PG9 binder	DDE Tn7 FP inh	ABHD4 inh	UHRF1 binding	TCR CD3 inh	LEDGF integ inh	SIAE primary	HTRA1 inhibitor	TDP2 absorb
O=C(Cc1cccs1)NCc1ccncc1	-2	1.0	-2	1	-1	-7	2	-4	2	12
CCOc1c(Br)cc(C2CC(=O)Nc3cc(OC)c(OC)cc32)cc1OC (centres undefined)	-2	-0.5	5	0	-2	2	-1	-3	5	-5
CCCn1c(=O)c2ccccc2n2c(SCCOc3ccccc3)nnc12	-1	4.1	4	-4	5	-3	-1	1	4	-7
COCCCNC(=S)Nc1ccc2nc3n(c(=O)c2c1)CCCCC3	3	-2.0	-7	4	2	0	-1	13	2	-6
Cc1ccccc1NC(=O)Nc1ccc2c(c1)C(=O)N(C)[C@H]1CC[C@H](CC(=O)NCC3CC3)O[C@@H]1CO2	-1	/	10	17	6	/	7	-4	/	-9
COc1ccc(Cl)cc1NC(=O)N1CCC(C)CC1	-4	-0.5	2	-2	3	7	0	7	-13	-7
CC(=O)c1ccc(Sc2ccccc2)cc1	2	0.6	-3	0	2	0	-1	1	0	-3
CC1CCN(C(=O)Cn2c(=O)n(CCCC(=O)NCc3ccco3)c(=O)c3sccc32)CC1	-3	-0.2	-3	-9	3	2	7	4	-2	-5
Cc1ccc(OCC(=O)NCC(=O)Nc2ccc(F)c(F)c2F)c([N+](=O)[O-])n1	-4	-0.5	0	2	1	6	-1	5	-4	10
O=c1c(C/C=C/c2ccccc2)c(O)ccn1CCc1c[nH]c2ccccc12	9	-1.7	-1	1	8	6	-2	2	-12	-9
O=C(O)C1=CC[C@@H](c2ccc(Cl)cc2)N(S(=O)(=O)c2ccc(Cl)cc2)[C@H]1c1ccc(Br)cc1	5	-1.1	1	-9	2	-2	-4	-21	-24	0
COc1ccc(NC(=O)[C@H](C)NC(=O)C2CCN(S(=O)(=O)c3ccc(C)cc3)CC2)cc1OC	-2	0.1	-4	1	-2	0	2	3	-5	11
Cc1ccc(=O)n(C(C(=O)NCc2ccco2)C(=O)c2ccc(F)cc2)c1 (centres undefined)	1	-2.0	-2	3	1	10	-1	-3	3	10
Cc1cc2oc(=O)cc(CN3CCc4ccccc43)c2cc1Cl	1	-1.7	2	-4	-5	2	2	4	-23	4
COc1cccc(C(=O)NCCS(=O)(=O)NCCc2ccccc2)c1	-1	0.8	3	2	0	6	-2	14	-11	7
Cc1ccc(Nc2cc(C)nn2-c2nc(C)cc(C)n2)cc1	0	0.7	-7	1	0	2	9	-1	9	-15
CCOC(=O)N1CCN(C(=O)C2CCN(C(=O)c3ccc([N+](=O)[O-])cc3)CC2)CC1	-2	-1.9	8	0	0	6	2	-2	-1	-2
O=C(C1CCCCC1)N1CCC(c2nc3c(nnn3Cc3c(F)cccc3Cl)c(=O)[nH]2)CC1	4	2.2	1	-12	4	-4	-3	-5	0	-8
CCOC(=O)CCNC(=O)N1CCCC(C(=O)c2cccc(Cl)c2)C1 (centres undefined)	-1	-3.3	0	4	0	-1	-1	2	13	3
CCOC(=O)Cc1nc2nc(C)cc(C)n2n1	2	2.1	1	2	3	-3	8	-2	-5	7
COc1ccc(Cl)cc1NC(=O)c1[nH]c(C)c(C(C)=O)c1C	-3	27*	2	-13	0	9	4	-8	2	-13
COc1nc(OC)nc(N2CCC(C(=O)NCc3ccco3)CC2)n1	0	-0.1	-1	1	1	-2	-6	1	12	5
CCCc1cc(=O)oc2c3c(cc(OCC(=O)NCc4ccccn4)c12)OC(C)(C)CC3	-6	-1.9	7	-4	0	2	-1	-4	-11	7
Cc1ccc(C)c(N2C(=O)CC(Cc3ccccc3)C2=O)c1 (centres undefined)	2	1.3	-1	2	0	8	3	2	3	1
COC(=O)c1c(-c2cccc(OC)c2)csc1N	-5	0.7	5	-7	3	-8	4	-11	-7	-2
FC(F)Oc1ccccc1NC(=S)NCc1ccco1	3	1.0	5	5	1	-2	-3	7	-4	5
